Screens deposited in PubChem by Icahn School of Medicine at Mount Sinai.
ROC1-CUL1 inh = human ROC1-CUL1 E3 ligase inhibition; P62877+Q13616; in vitro K48 di-Ub FRET, acceptor:donor ratio, 45 min; inhibition, % at 10 µM; actives 0.6% (n = 140,000); AID 1347404; in the data active = inhibition above about 25%
Target sequence (P62877 whole entry, looked up): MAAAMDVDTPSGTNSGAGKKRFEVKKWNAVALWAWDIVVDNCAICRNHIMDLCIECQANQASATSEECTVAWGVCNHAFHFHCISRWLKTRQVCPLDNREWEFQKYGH
Target sequence (Q13616 whole entry, looked up): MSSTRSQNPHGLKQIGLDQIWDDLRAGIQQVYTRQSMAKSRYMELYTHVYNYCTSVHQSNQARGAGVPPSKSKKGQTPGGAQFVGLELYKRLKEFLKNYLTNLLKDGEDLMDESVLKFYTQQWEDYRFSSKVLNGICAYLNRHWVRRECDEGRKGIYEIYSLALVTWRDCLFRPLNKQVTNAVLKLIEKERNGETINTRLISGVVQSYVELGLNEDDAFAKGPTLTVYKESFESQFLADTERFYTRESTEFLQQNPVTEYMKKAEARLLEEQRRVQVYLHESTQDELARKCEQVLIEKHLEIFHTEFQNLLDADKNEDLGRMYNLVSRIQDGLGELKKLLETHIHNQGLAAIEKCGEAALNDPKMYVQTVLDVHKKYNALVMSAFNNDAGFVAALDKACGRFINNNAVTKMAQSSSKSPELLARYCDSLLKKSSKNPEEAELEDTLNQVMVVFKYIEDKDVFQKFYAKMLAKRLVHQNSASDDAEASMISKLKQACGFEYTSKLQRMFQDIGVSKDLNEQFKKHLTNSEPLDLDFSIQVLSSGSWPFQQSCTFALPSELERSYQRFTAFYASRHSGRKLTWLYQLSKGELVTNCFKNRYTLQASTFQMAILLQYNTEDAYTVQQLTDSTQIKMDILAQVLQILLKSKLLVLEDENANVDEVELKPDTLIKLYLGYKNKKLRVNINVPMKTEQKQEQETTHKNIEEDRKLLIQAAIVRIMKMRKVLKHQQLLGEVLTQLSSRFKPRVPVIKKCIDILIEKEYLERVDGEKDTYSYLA
* hit, by the source's call.

SMILES	ROC1-CUL1 inh
O=C1NC(=O)C(N=Nc2ccc([N+](=O)[O-])cc2)C(=O)N1	7.5
C/C(=N\Nc1nc(C)cs1)c1cccc(O)c1	4.9
O=C1/C(=C\c2cn(Cc3ccc(F)cc3)c3ccccc23)SC(=Nc2ccccc2)N1CCc1ccccc1	-1.5
O=C(Nc1ccccc1NC(=O)C1CCCCC1)C1CCCCC1	-4.1
COc1ccccc1CNC(=O)c1cnc2sc(N3CCOCC3)nn2c1=O	-2.7
CCn1c(=O)c2ccccc2n(Cc2ccccc2)c1=O	-3.1
CN(CCn1ccnc1)c1ccc(-c2nc(Cc3ccc(F)cc3)no2)cn1	4.4
O=C1OC(c2cccc3ccccc23)=N/C1=C\c1ccc2c(c1)OCCO2	14.8
Clc1ccc(CN2CCN(c3ncnc4c3cnn4Cc3ccc(Cl)cc3)CC2)cc1	9.1
CC(CNC(=O)c1csc2c1CCCCC2)c1ccccc1 (stereo unspecified)	2.3
CCSC(=O)c1ccc(C(=O)SCC)s1	0.8
c1ccc(N2CCN(c3ncnc4c3nc3n4CCCCC3)CC2)cc1	-0.4
O=C(O)c1cccc(S(=O)(=O)Nc2ccccc2Cl)c1	5.4
CCOc1cc(S(=O)(=O)N2CCCC(C)C2)c(OCC)cc1C (stereo unspecified)	-14.7
Cc1cccc(C(=O)Nc2ccc(S(=O)(=O)N3CCCCC3c3cccnc3)cc2)c1 (stereo unspecified)	-7.3
CC1(C)Cc2c(c(N3CCOCC3)nc3sc4c(NCCc5ccccc5)ncnc4c23)CO1	6.7
CCOC(=O)c1cnc2ccccn2c1=O	1.1
CN(C)S(=O)(=O)NCC1CCCN(C/C=C/c2ccccc2)C1 (stereo unspecified)	-2.0
Cc1ccc(CNC(=O)Cn2c(=O)n(Cc3ccc(F)cc3)c(=O)c3sc4ccccc4c32)cc1	3.7
CCCOC(=S)NC(=NS(=O)(=O)c1ccccc1)c1ccccc1	-10.9
CCc1ccc(C2=NN(CCC(=O)NCCc3ccc(Cl)cc3)C(=O)CC2)cc1	-10.3
O=C(NNC(=S)Nc1ccc(F)cc1)c1ccccc1OC(F)F	-3.1
CCOC(=O)Cn1nc(C)c(NC(=O)COc2ccc(OC)cc2)c1C	-10.9
COC(=O)c1c(NC(=O)C(OC(C)=O)c2ccccc2)sc2c1CCC(C)C2 (stereo unspecified)	-0.7
COC(=O)[C@@H]1CCCN1C(=O)Cc1ccc(N2CCC(NCCSc3nncn3C)CC2)cc1	6.1
COc1ccc(C(=O)C2C(=O)C(=O)N(c3ccc(C)c(Br)c3)C2c2ccc(O)cc2)cc1 (stereo unspecified)	-2.0
COc1ccc(-c2nc(S(=O)(=O)c3ccccc3)c(N3CCC(C)CC3)o2)cc1	-2.8
CCc1csc(CNC(=O)c2ccc(N3CCN(C)C(C)C3)nc2)n1 (stereo unspecified)	3.3
Fc1ccccc1CSc1nnc(SCc2ccccc2F)s1	1.6
CCn1ccnc1[C@@H]1C[C@H]2CN(Cc3ccc(C)o3)C(=O)[C@]23CCCN13	-0.4
Cc1cnc(SCCN2CCOCC2)nc1C1CCCN(C(=O)COc2ccccc2Cl)C1 (stereo unspecified)	7.3
COc1ccc(OC)c(C(=O)/C=C/c2ccccc2C(F)(F)F)c1	-2.0
Clc1ccccc1CNc1nc2ccccc2c2nc(-c3ccccc3)nn12	7.6
S=C(Nc1ccccc1)N(Cc1ccccc1)c1ccccc1	-8.8
CCCCSc1nnc2c(n1)OC(c1cccc(F)c1)Nc1ccc(Br)cc1-2 (stereo unspecified)	-19.0
CCCOc1ccc([C@H]2[C@@H]3CCCC=C3C(C#N)C(=N)C2(C#N)C#N)cc1OC (stereo partly specified)	0.8
COc1ccc(C2CC(c3ccc(C)cc3C)=NN2C(=O)CN2N=NC3C(=O)N(c4c(Cl)cccc4Cl)C(=O)C32)cc1 (stereo unspecified)	1.5
O=C(CCc1ccccc1)NC1CCCC1	-7.2
Cc1ccc(NC(=O)CSc2nc(-c3ccco3)nc3cc(=O)[nH]n23)cc1	-5.0
Cc1nnc(CN(C)Cc2nc(-c3ccc(C)s3)oc2C)o1	2.5

Ordered by number of heavy atoms (ascending): part of the list above
SMILES	ROC1-CUL1 inh
O=C(CCc1ccccc1)NC1CCCC1	-7.2
Cc1nnc(CN(C)Cc2nc(-c3ccc(C)s3)oc2C)o1	2.5
Fc1ccccc1CSc1nnc(SCc2ccccc2F)s1	1.6
COc1ccc(OC)c(C(=O)/C=C/c2ccccc2C(F)(F)F)c1	-2.0
CCc1csc(CNC(=O)c2ccc(N3CCN(C)C(C)C3)nc2)n1 (stereo unspecified)	3.3
CCn1ccnc1[C@@H]1C[C@H]2CN(Cc3ccc(C)o3)C(=O)[C@]23CCCN13	-0.4
Cc1ccc(NC(=O)CSc2nc(-c3ccco3)nc3cc(=O)[nH]n23)cc1	-5.0
CCCCSc1nnc2c(n1)OC(c1cccc(F)c1)Nc1ccc(Br)cc1-2 (stereo unspecified)	-19.0
COc1ccc(-c2nc(S(=O)(=O)c3ccccc3)c(N3CCC(C)CC3)o2)cc1	-2.8
COc1ccc(C(=O)C2C(=O)C(=O)N(c3ccc(C)c(Br)c3)C2c2ccc(O)cc2)cc1 (stereo unspecified)	-2.0
Cc1cnc(SCCN2CCOCC2)nc1C1CCCN(C(=O)COc2ccccc2Cl)C1 (stereo unspecified)	7.3
COC(=O)[C@@H]1CCCN1C(=O)Cc1ccc(N2CCC(NCCSc3nncn3C)CC2)cc1	6.1
COc1ccc(C2CC(c3ccc(C)cc3C)=NN2C(=O)CN2N=NC3C(=O)N(c4c(Cl)cccc4Cl)C(=O)C32)cc1 (stereo unspecified)	1.5

Next section
SMILES	ROC1-CUL1 inh
COCc1noc(-c2ccc(NCCc3cnn(C)c3)nc2)n1	3.8
Cn1nccc1/C=N/NC(=O)c1ccc(Cl)cc1	-6.0
CCOC(=O)NC(NS(=O)(=O)c1ccccc1)(C(=O)OCC)C(F)(F)F (stereo unspecified)	1.3
Cc1ccccc1Cn1c(=O)n(CCCCC(=O)NCCc2ccccc2)c(=O)c2ccccc21	-1.5
COc1cccc(CN2CCc3nnc(C(CC(C)C)NC(=O)c4cc(C)cc(C)c4)n3CC2)c1O (stereo unspecified)	2.2
CCOC(=O)c1c(-c2ccc(C)cc2)csc1NC(=O)CN1C(=O)c2ccccc2C1=O	4.5
CC(=O)N1CCN(c2ccc(NC(=O)c3cccc4ccccc34)cc2Cl)CC1	-3.6
O=C(Nc1ccccc1)C1CCN(Cc2ccccc2)CC1	-4.3
Cc1ccc(C)c(/C=C2\C(=O)ON=C2c2ccccc2)c1	-1.4
COc1ccc(C(=O)Nc2ccc3oc(-c4ccc(F)cc4Cl)nc3c2)cc1	10.2
CCOC(=O)C1(Cc2ccc(OC)cc2)CCN(C(=O)CCSC)CC1	16.2
Cc1ccc(-c2ccccc2)n1-c1ccccc1C(=O)O	2.5
CCOc1cc(Br)cc(C(c2c(C)n(C)n(-c3ccccc3)c2=O)c2c(C)n(C)n(-c3ccccc3)c2=O)c1O	-1.7
Cc1ccc(Oc2ncccc2CNC(=O)c2ccncc2)c(F)c1F	2.6
BrC12C3C4C5C3C1C(C4C21OCCO1)C51OCCO1 (stereo unspecified)	0.7
Cc1ccc(CC(=O)NCc2nc(-c3ccccc3)no2)cc1	13.5
O=C(c1cccc(Br)c1)N1N=C(C(F)(F)F)CC1(O)c1cccnc1 (stereo unspecified)	9.5
COc1ccccc1NC(=O)c1sc2nc(C)c(C(=O)Nc3ccc(C)cc3C)c(-c3cccs3)c2c1N	-4.4
CCOC(=O)c1c(NC(=O)c2cccc([N+](=O)[O-])c2)sc(C)c1C	-4.8
Cc1ccc(C(c2c[nH]c3ccccc23)c2c[nH]c3ccccc23)s1	-0.6
Cc1c(C)n(C)c2ccc(C(=O)NCCCN3CCCCC3C)cc12 (stereo unspecified)	-6.9
COc1cccc(C(=O)N(Cc2cccc(Cl)c2)Cc2ccco2)c1	-8.8
Cc1cnc(C(=O)NCc2nc(-c3ccccc3NS(=O)(=O)Cc3ccccc3)oc2C)cn1	-4.4
COc1cccc(CNCCCSC)c1OCC(O)CN1CCOCC1 (stereo unspecified)	12.7
Cc1ccccc1OC(=O)CSc1nnc(-c2ccc3c(c2)OCO3)o1	-5.7
CCC(C)c1ccccc1NS(=O)(=O)c1ccccc1 (stereo unspecified)	2.3
COc1ccc(N2CC(NC(=O)Cc3cccs3)CC2=O)cc1 (stereo unspecified)	3.2
O=C(Nc1ccc(F)c(F)c1)C1CC(=O)N(c2ccccc2)C1 (stereo unspecified)	8.2
Cc1cc(OCC(=O)N(Cc2ccc(N(C)C)cc2)Cc2ccco2)cc(C)c1Cl	-2.9
COc1ccc(CNc2oc(/C=C/c3cc(OC)c(OC)c(OC)c3)nc2C#N)cc1	-2.4
C=CCc1cc(OC)ccc1C1C(C(=O)OC)C(C(=O)OC)=C(c2ccccc2)N1c1ccccc1 (stereo unspecified)	0.8
C=CCNC(=S)N/N=C/c1cc(Br)c(OCC)c(OCC)c1	-11.8
COc1ccc(NC(=O)Cc2coc3cc(C)cc(C)c23)c(OC)c1	3.6
CCOc1ccc(NC(=O)C(C)CC)cc1 (stereo unspecified)	-13.2
O=C(Nc1nc(-c2ccc(Cl)cc2)cs1)C(F)(F)F	1.6
CC12CCC(C(=O)NCc3ccc4c(c3)OCO4)(OC1=O)C2(C)C (stereo unspecified)	3.1
COc1ccc(C2=NC(=O)OC2(C)C)cc1	12.4
CNC(=O)C1CCC(Cn2c(=O)c3sccc3n(CC(=O)N3CCCCC3C)c2=O)CC1 (stereo unspecified)	0.3
CCOC(=O)c1c(C)[nH]c(C)c1S(=O)(=O)NCC(=O)NCc1ccccc1C	7.7
COc1ccc(CCNC(=O)CCCn2c(=O)c3ccccc3n(CC(=O)Nc3cc(Cl)ccc3C)c2=O)cc1OC	15.5
CCOc1ccc(C(CCc2ccccc2)NC(=O)c2cccnc2)cc1OCC (stereo unspecified)	-0.9
CCOc1cc(C)c(C)cc1S(=O)(=O)n1ccnc1CC	-5.1
C=CCn1c(SCC(=O)Nc2cccc(OC)c2)nc2scc(-c3ccc(C)o3)c2c1=O	3.3
COc1ccc(Cn2ccc3nc(C)c(C(=O)Nc4cc(C)cc(C)c4)cc3c2=O)cc1	5.2
COc1ccc(Br)cc1C(=O)NCc1cccs1	-2.7
CSC1=C(c2ccc(C)s2)C(=NC(C)C)C1	-3.5
O=[N+]([O-])c1cccc(C2=CSC3=NNC4(CCCCCCC4)NN23)c1	-2.5
Cn1c(=O)c2c(nc(SCc3nc(N)nc(N4CCOCC4)n3)n2Cc2ccccc2F)n(C)c1=O	3.1
CCCCNC(=O)CCSc1ccc(Cl)cc1	0.3
COc1ccc(/C=C2/CCc3ccc(OC)cc3C2=O)cc1	-3.6
CCOC(=O)c1c(N=NC(C#N)C(=O)OCC)n[nH]c1C (stereo unspecified)	-1.1
COc1ccc2c(c1)CC(C(=O)NCCN1CCN(c3cccc(Cl)c3)CC1)CO2 (stereo unspecified)	-1.3
O=C(CNC(=O)c1ccc(F)cc1)OCc1cc(=O)n2ccsc2n1	0.9
COc1cccc(N2CCN(C(=O)C(CCSC)NS(=O)(=O)c3ccc4c(c3)oc(=O)n4C)CC2)c1 (stereo unspecified)	-5.5
CCOC(=O)CCNc1ccc(-c2nc(Cc3ccccc3)no2)cn1	4.9
O=C1NCCN(Cc2ccoc2)C1CC(=O)N1CCOCC1 (stereo unspecified)	4.8
CC1CCN(Cc2nnnn2CC(=O)N2CCN(c3ccccc3F)CC2)CC1	2.6
CCN(CC)C(=O)C1CCCN(Cc2ccc3c(c2)CN(Cc2ccc(OC)cc2OC)CCO3)C1 (stereo unspecified)	7.4
O=C(CCCCC(=O)Nc1sc2c(c1C(=O)O)CCC2)Nc1sc2c(c1C(=O)O)CCC2	-3.6
CC1CC(=O)c2cnn(-c3nc4ccccc4[nH]3)c2C1 (stereo unspecified)	-2.4

Continuation.
SMILES	ROC1-CUL1 inh
O=C(c1ccccc1)c1nsnc1C(=O)c1ccccc1	0.0
Cc1ccc(C(=O)NCC(=O)OCc2cc(=O)n3nc(C4CC4)sc3n2)cc1	3.5
COc1ccc(-c2nc3ccccc3n2Cc2ccc(C(C)C)cc2)cc1	0.3
O=S(=O)(NCc1ccc(F)cc1)c1ccc2[nH]c3c(c2c1)CCCCC3	-0.8
CC12CCC(C(=O)N(CSC(=S)N/N=C\c3ccccc3O)C1=O)C2(C)C (stereo unspecified)	-1.3
Cc1c(CN(C)C(=O)c2cc(-c3ccccc3)nc3ccc(Br)cc23)cnn1C	-4.9
COc1ccc(C2CC(=O)c3c(C)nc(N4CCN(CCO)CC4)nc3C2)cc1 (stereo unspecified)	-4.6
CCc1ccc(NC(=O)Cn2c(=O)n(-c3ccc(Cl)c(Cl)c3)c(=O)c3c(C)c(C)sc32)cc1	-10.5
Cc1ccc([N+](=O)[O-])cc1NC(=O)CSc1nnc(-c2ccccc2C)o1	7.2
COCc1cc([C@@H]2C[C@H]3CN(Cc4cccc(OC)c4)C(=O)[C@]34CCCN24)ccc1OC	-4.7
COc1ccc(-c2csc(N3CCOCC3)n2)cc1	5.3
CN(Cc1nc(-c2ccccc2)no1)C(=O)CCC1CCCCC1	-22.7
Nc1c(C(=O)NCc2ccccc2Cl)sc2nc(-c3cccs3)ccc12	-1.3
CCCCn1c(=O)c2c(nc3[nH]c(C)cn32)n(C)c1=O	-11.7
O=C(c1ccc(N2CCC(NCCC(c3ccccc3)c3ccco3)CC2)cc1)N1CCOCC1 (stereo unspecified)	-12.7
Cc1ccc(Oc2cc(-n3ncc(Cl)c(Cl)c3=O)nc(C)n2)cc1	-1.7
CSC1=NC(=O)C(C(c2cccc3ccccc23)C2C(=O)N=C(SC)N(c3ccccc3)C2=O)C(=O)N1c1ccccc1 (stereo unspecified)	0.5
CCCCn1cc2c(c1-c1ccccc1Br)c(=O)n(C)c(=O)n2C	6.4
CCC(C(=O)N1CCN(c2ccccc2)CC1)n1nc(C)c2sc3ccccc3c2c1=O (stereo unspecified)	8.6
OC1(c2cccc(C(F)(F)F)c2)CCN(Cc2ccccc2)CC1	-0.1
Cc1cc(C)c(NC(=O)Cn2cnc3ccccc3c2=O)c(C)c1	9.1
Ic1ccc(/C=N/n2c(SCc3ccccc3)nnc2-c2cccnc2)o1	-4.1
COC(=O)c1ccc(N2N=C(C)/C(=C/c3ccc(-c4ccccc4)o3)C2=O)cc1	5.0

An excerpt; rates above refer to the full screens.
